Compound activity from PubChem.
Xi reactivation: reactivates the inactive X chromosome in mouse fibroblasts. activation, % at 7.58 µM. XiGFP mouse fibroblasts, % GFP-positive cells imaging, 3 d; cells co-treated with 5-aza-dC sensitizer; scaled so ellipticine positive control = 100%. actives 0.055% (n = 360,000);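 active means mean normalized replicate activation at least 10% and every replicate at or above 10%; inconclusive means only one of the two criteria met; inactive means mean below 10% and not all replicates reach 10%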;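 further: 0% = median of on-plate neutral control wells and 100% = ellipticine 6 µM median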
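System: SV40-immortalized XiGFP fibroblast cells, line 68-5-11 / Incubation: 3-day compound exposure, then 15 min fixation at room temperature / Compound: single concentration per compound, delivered by pin transfer / Buffer or medium: DMEM plus 5-aza-dC sensitizer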
LGR2 inh: inhibitors of bursicon-induced Drosophila LGR2 receptor cAMP signaling; HEK293 LGR2, CRE-luciferase, bursicon-stimulated, 4 h; inhibition, % at 9.99 µM; actives 0.35% (n = 380,000); AID 720647;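 active means drop in luminescence signal, shown as inhibition above about 50% in the replicate tests, limit read from the data, passing the limit was not always enough; inconclusive means probably only some replicates passing the limit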;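 further: agonist challenge used bursicon conditioned medium at about half maximal strength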
S100A4 MyoIIA: blocks human S100A4 binding to myosin IIA peptide; inhibition, % at 10.7 µM; actives 0.14% (n = 360,000); S100A4/TAMRA-MyoIIA peptide fluorescence polarization; P26447;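 active means mean inhibition of at least 70% across replicates, with every replicate also reaching that level; inconclusive means mean inhibition reaches 70% but some replicates fall short; inactive means mean inhibition below 70%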
Target sequence (P26447 whole entry, looked up): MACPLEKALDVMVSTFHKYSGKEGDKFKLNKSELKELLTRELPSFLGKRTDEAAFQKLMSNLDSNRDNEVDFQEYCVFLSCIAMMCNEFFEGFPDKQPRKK
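Test system – S100A4 monomer (human) · Compound – single-point compound testing · Schedule – 5 min incubation before reading · Probe or stimulus – TAMRA-labelled myosin IIA heavy-chain peptide probe, 5 nM · Benchmarks – neutral control DMSO, positive control TFP · Medium – Calcium-containing HEPES buffer, pH 7.2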
SIRT5 block: inhibitors of human sirtuin-5 desuccinylase; Purified SirT5, succinyl-peptide AMC, trypsin-coupled fluorescence; actives 1.1% (n = 330,000); inhibition, % at 15 µM; AID 652115; Q9NXA8; in the data active means inhibition above about 15%; inconclusive means no clear call, values can overlap the other calls
ERAP1 inh: ERAP1 (human) enzyme inhibition; inhibition, % at 10.7 µM; recombinant ERAP1, Leu-AMC fluorescence, 60 min; actives 0.15% (n = 340,000);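 active means mean replicate inhibition of at least 30%, or all replicates individually reaching that 30% level; inactive means mean below 30% and not every replicate reaching it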;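 further: 0% = neutral control wells and 100% = L-leucinethiol positive control wells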
Target sequence (Q9NZ08 whole entry, looked up): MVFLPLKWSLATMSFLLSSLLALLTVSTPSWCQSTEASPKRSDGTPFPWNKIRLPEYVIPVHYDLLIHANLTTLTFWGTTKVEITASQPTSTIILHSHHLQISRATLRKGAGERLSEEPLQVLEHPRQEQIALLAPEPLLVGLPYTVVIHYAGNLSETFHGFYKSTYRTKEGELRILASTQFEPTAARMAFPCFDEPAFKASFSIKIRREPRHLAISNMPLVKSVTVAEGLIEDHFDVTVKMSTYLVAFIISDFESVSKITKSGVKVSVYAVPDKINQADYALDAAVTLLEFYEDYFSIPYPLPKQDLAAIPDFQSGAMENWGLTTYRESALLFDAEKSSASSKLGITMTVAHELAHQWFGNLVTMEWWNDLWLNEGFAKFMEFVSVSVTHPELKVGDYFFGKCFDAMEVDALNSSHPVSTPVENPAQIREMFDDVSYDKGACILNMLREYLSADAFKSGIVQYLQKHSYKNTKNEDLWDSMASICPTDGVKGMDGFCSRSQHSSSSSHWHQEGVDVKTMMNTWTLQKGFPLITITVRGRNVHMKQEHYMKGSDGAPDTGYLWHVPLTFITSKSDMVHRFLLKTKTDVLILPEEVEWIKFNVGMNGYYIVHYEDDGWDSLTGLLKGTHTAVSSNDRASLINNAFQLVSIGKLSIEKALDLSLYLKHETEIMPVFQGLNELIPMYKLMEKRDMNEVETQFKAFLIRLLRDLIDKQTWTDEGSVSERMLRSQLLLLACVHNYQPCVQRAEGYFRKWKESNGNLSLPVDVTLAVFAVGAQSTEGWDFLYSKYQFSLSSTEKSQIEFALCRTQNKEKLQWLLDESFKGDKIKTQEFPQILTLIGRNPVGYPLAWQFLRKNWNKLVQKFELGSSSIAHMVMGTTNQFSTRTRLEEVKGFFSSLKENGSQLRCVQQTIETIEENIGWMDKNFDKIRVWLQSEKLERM
C2C12 statin: suppression of simvastatin myotoxicity; rescue of ATP level, % at 7.49 µM; C2C12 myotubes + simvastatin, ATP luminescence, 48 h; scaled: DMSO 0, geranylgeraniol control 100; actives 0.78% (n = 330,000);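 active means mean ATP rescue above about 67%, or every replicate alone reaching that limit, limit read from the data, passing the limit was not always enough; inconclusive means no clear call, values can overlap the other calls; inactive means mean under the limit and some replicate under it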;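 further: myotubes were challenged with 10 µM simvastatin during compound exposure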
Cneo AK release: Cryptococcus neoformans lysis via adenylate kinase release; lysis activity, % at 15 µM; actives 0.2% (n = 360,000); C. neoformans lysis, adenylate kinase release luminescence, 4 h; normalised: neutral wells 0, clomiphene wells 100; AID 651654;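 active means mean lysis activity across replicates of at least 80%, whatever share of replicates individually reach that level; inactive means mean lysis activity below 80%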
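Assay system: log-phase C. neoformans yeast / Quantity: yeast cell density of 5 × 10^6 cells/mL / Medium: fresh YPD growth medium / Compound: single dose / Timing: static 4 h at 37 °C with compound, 1 h detection / Measured by: adenylate kinase release luminescence / Read-out: lysis from increased AK signal / Benchmarks: Clomiphene as positive lysis control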
PGC1a acetyl inh: modulators of PGC1a acetylation | U2OS PGC1a acetylation, AlphaScreen anti-acetyl-lysine; with virally co-expressed GCN5 acetyltransferase | inhibition, % at 15.6 µM | actives 0.17% (n = 350,000) | AID 651687;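 active means every replicate shows inhibition of at least 40%; inconclusive means mean inhibition at least 40% but some replicate below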;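 further: 0% = neutral control wells and 100% = positive control wells; some results beyond the cut were filed as inactive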
Starred values were filed as active, the others as inactive; ? = inconclusive; . = not tested or not shown. This is a subset; rates above refer to the full screens.

SMILES	Xi reactivation	LGR2 inh	S100A4 MyoIIA	SIRT5 block	ERAP1 inh	C2C12 statin	Cneo AK release	PGC1a acetyl inh
CCC(=O)N1CC(=O)N2[C@@H](CO)[C@@H](c3ccc(C#Cc4cccc(F)c4)cc3)[C@@H]2C1	0.1	-11	-5	0	3	.	.	19
CC(C)NC(=O)N(C)C[C@@H]1Oc2ccc(NS(=O)(=O)c3ccccc3)cc2C(=O)N([C@@H](C)CO)C[C@H]1C	0.0	-1	7	1	0	-3	59	0
C[C@@H]1CN([C@@H](C)CO)C(=O)c2cc(C3=CCCCC3)cnc2O[C@@H]1CN(C)C(=O)Nc1ccccc1	-0.1	-1	-23	-1	-3	10	1	-1
C[C@@H]1CCCCO[C@@H](CN(C)S(=O)(=O)c2cccs2)[C@H](C)CN([C@@H](C)CO)C(=O)c2cc(NC(=O)Nc3ccc(C(F)(F)F)cc3)ccc2O1	0.4	8	-6	10	-2	-42	-1	11
CCN(CC)C(=O)c1ccc2nc3ccccc3nc2c1	0.0	0	2	-5	10	.	.	.
C[C@@H]1CN([C@H](C)CO)C(=O)c2cccc(NC(=O)CCCCCC(=O)Nc3ccccc3N)c2O[C@H]1CN(C)Cc1ccc2c(c1)OCO2	-0.1	-4	-2	5	-1	.	.	-35
CCN(CCO)c1ccc(Nc2cc(-c3ccc(-c4ccccc4)cc3)ncn2)cc1	0.3	.	4	0	2	-9	4	6
CCOC(=O)CSc1nc2ccccc2n2cnnc12	.	-3	.	.	.	0	2	6
COc1ccc(C(=O)NC2CCN(CC(=O)NCc3ccccc3)CC2)cc1	0.2	-7	-1	0	-1	1	.	-5
C[C@@H]1CN([C@@H](C)CO)C(=O)c2cccc(NC(=O)c3ccc(-c4nccs4)cc3)c2O[C@@H]1CN(C)CC1CCCCC1	0.1	-3	12	.	-2	30	1	-6
FC(F)(F)c1ccnc(N2CCN(Cc3cnc(-c4ccccc4)[nH]3)CC2)c1	0.7	-3	23	-1	-1	0	2	1
C[C@H]1CN([C@@H](C)CO)C(=O)c2cc(C#Cc3ccccc3)cnc2O[C@@H]1CN(C)C(=O)c1ccccn1	5.0	-12	2	0	2	6	4	6
COc1ccc(C2(CNC(=O)/C=C/c3ccco3)CCCC2)cc1OC	.	-16	-9	-7	-1	9	0	5
CCCNC(=O)N(C)C[C@@H]1Oc2ncc(C#CC3CC3)cc2C(=O)N([C@@H](C)CO)C[C@@H]1C	-1.0	-3	1	2	0	8	-4	9
O=C(c1ccc2oc(CCCc3ccccc3)nc2c1)N1CCCCC1CO (configuration not stated)	0.1	-48	-2	-5	4	.	-5	-4
C[C@@H]1CN([C@H](C)CO)C(=O)c2cc(NC(=O)C3CCCCC3)ccc2O[C@H]1CN(C)S(=O)(=O)c1ccccc1	0.1	-19	3	-1	-2	-10	-5	.
Cc1csc(NC(=O)c2cnc3ccccc3n2)n1	-0.1	58*	0	0	0	3	-3	-2
Clc1ccccc1CNc1ncnc2nc[nH]c12	-0.1	-2	4	0	-4	101*	3	-2
CCOC(=O)c1c(C)nc2sc3c(=O)[nH]cnc3c2c1-c1ccc(OC)cc1	0.0	6	.	.	.	1	0	-7
COc1cc(/C=C2\SC(=O)N(c3ccc(Cl)cc3)C2=O)cc([N+](=O)[O-])c1O	0.0	3	-3	-4	0	.	.	3
N=C1/C(=C\c2ccc(OC(=O)c3ccc(F)cc3)cc2)C(=O)N=C2SC(N3CCCC3)=NN12	-0.1	.	4	-4	-1	-1	0	.
N#C[C@@H]1[C@H](c2ccc(-c3ccccc3F)cc2)[C@H](CO)N1C(=O)C1CCOCC1	0.0	4	-14	2	2	-5	-3	1
CC1CCN(C(=O)CCc2nnc(-c3ccccc3)o2)CC1	0.0	-67	-33	0	-5	8	.	-4
CN(C(=O)/C=C/c1cnc2ccccc2c1)C1CCCCC1	0.0	37	-15	-8	-2	.	.	-8
CN1OC[C@@H]2CN(Cc3ccccc3)[C@H](c3cccc(Oc4ccccc4)c3)C[C@@H]21	.	-31	-1	3	-5	-5	1	3
C=C[C@@H]1c2cc(C)ccc2N(S(=O)(=O)c2ccc(C)cc2)[C@H](c2ccccc2)C1(C#N)S(=O)(=O)c1ccccc1 (some centres not stated)	0.0	7	.	.	.	6	0	-46
COc1cc(/C=C/C(=O)NC(C)C)ccc1OCc1ccccc1	0.0	4	.	.	.	4	0	-12
CCCCCCCCN1C(=O)[C@H](CC(=O)N2CCCC2)C[C@@]2(C(=O)OC)CC(C)(C)CC=C12	0.0	27	5	9	-1	.	.	.
CC1CN(S(=O)(=O)c2ccc(C(=O)Nc3nnc(-c4ccc5c(c4)CCCC5)o3)cc2)CC(C)O1 (configuration not stated)	0.3	19	-5	0	-2	-7	0	-1
O=[N+]([O-])c1cc(S(=O)(=O)N2CCCCCC2)ccc1Cl	0.1	?	1	-3	1	.	.	-16
COc1cc(-c2noc(C)c2C(=O)NCCCn2ccnc2)cc(OC)c1OC	0.0	12	6	-2	0	5	-2	-5
Cc1noc(C)c1NC(=O)N(C)C[C@@H]1Oc2ccc(NS(=O)(=O)c3ccccc3)cc2C(=O)N([C@@H](C)CO)C[C@H]1C	0.6	-1	-16	-4	3	4	2	6
CCOC(=O)c1ccc(NC(=O)CSc2ccc(-c3ccncc3)nn2)cc1	-0.1	-1	-3	-1	-2	-6	1	-3
COCOc1cccc(CN2CCC(C)(Oc3ccc(SC)cc3)C2)c1 (configuration not stated)	-0.1	6	-2	-3	-4	6	-3	.
Cc1cccc(NC(=O)N2CCN(Cc3ccc4c(c3)OCO4)CC2)c1C	0.0	9	0	-4	-2	.	.	.
CCOC(=O)N1CC=C2C(C#N)=C(N)C(C#N)(C#N)[C@H](c3ccc(OCC)c(OCC)c3)[C@H]2C1	.	-6	-12	1	1	1	0	50
S=c1nc[nH]c2c1ncn2C1CCCC1	0.0	-20	1	0	0	11	1	.
Cc1cc(C(=O)Nc2cccnc2)cs1	.	18	.	.	.	3	-1	-7
C[C@H](CO)N1C[C@H](C)[C@H](CN(C)S(C)(=O)=O)Oc2ncc(C3=CCCC3)cc2C1=O	0.3	-10	.	-1	.	-8	.	5
O=C(O)Cc1cn(Cc2cccc(Cl)c2)c2ccccc12	0.1	-6	0	-4	-1	.	.	.
CCOC(=O)C1CCCN(C(=O)c2cc(S(=O)(=O)Nc3ccccc3OC)ccc2C)C1 (configuration not stated)	0.1	7	6	-2	0	.	4	-2
CC(C)(C)OC(=O)[C@H](Cc1ccccc1)NC(=O)c1nc[nH]c1C(=O)N1CCc2ccccc2C1	0.0	.	3	0	3	0	0	-10
O=C(CSC1=NS(=O)(=O)c2cc(Cl)ccc2N1)c1ccc(Cl)cc1	0.0	-7	0	2	4	.	.	.
Cc1nn(CC(=O)Nc2ccncc2)c(C)c1[N+](=O)[O-]	0.0	19	.	.	.	5	-3	0
Cc1cc(=O)n2nc(N3CCCC3C(=O)Nc3ccccc3C)sc2n1 (configuration not stated)	-0.1	3	-10	0	0	-5	1	3
Cc1ccnc(NC(=O)c2ccc3c(c2)C(=O)N(CC2CCCO2)C3=O)c1 (configuration not stated)	1.0	3	-3	2	5	.	.	2
C[C@H](CO)N1C[C@H](C)[C@H](CN(C)C(=O)Nc2ccccc2)Oc2ccc(NC(=O)Nc3ccccc3)cc2CC1=O	0.1	1	-1	3	-1	-16	-4	.
CCC(=O)N1[C@H](CN(C)C(C)=O)[C@@H](c2ccc(C3=CCCCC3)cc2)[C@@H]1CO	0.2	-8	.	.	.	3	111*	-13
Cc1ccc(S(=O)(=O)Nc2ccc3c(c2)C(=O)N([C@@H](C)CO)C[C@H](C)[C@H](CN(C)C(=O)c2ccccc2)OCCCC[C@@H](C)O3)cc1	-0.1	-16	-22	1	1	.	0	1
COc1ccc(OC)c(C2C(C#N)=C(N)N(N(C)C)C3=C2C(=O)CCC3)c1 (configuration not stated)	-0.1	14	7	-2	4	.	.	.
Cc1cccc(OCC(=O)O/N=C(\N)Cc2ccc([N+](=O)[O-])cc2)c1	-0.3	4	-5	1	-1	5	-1	-9
Cc1c(NC(=O)COC(=O)C23CC4CC(CC(O)(C4)C2)C3)c(=O)n(-c2ccccc2)n1C	0.1	.	-3	-4	-2	.	.	.
COCc1cc(C)nc2sc3c(=O)n(Cc4ccco4)nnc3c12	-0.1	-8	2	-2	3	-9	-1	13
Cc1ccc(S(=O)(=O)CCC(=O)OC(C)C(=O)N2CCc3ccccc32)cc1 (configuration not stated)	0.1	9	1	-2	-1	3	3	4
CCOC(=O)c1sc2nc(CN3CCN(c4cccc(C(F)(F)F)c4)CC3)[nH]c(=O)c2c1C	0.1	-3	-17	0	14	.	.	.
COc1cc(-c2nnc3n(CCc4ccccc4)c(=O)c4ccccc4n23)cc(OC)c1OC	0.0	-5	-10	-2	-4	.	.	.
C#CCOCCOCCOCCNc1nc(N2CCN(C(=O)[C@H](CCC(=O)O)n3cc([C@@H](N)CCCCN)nn3)CC2)nc(N2CCN(C(=O)[C@H](CCCCN)n3cc([C@@H](N)CC(N)=O)nn3)CC2)n1	0.0	4	2	.	-4	7	0	22
c1ccc(-c2nnc(-c3ccccn3)nc2NC2CCCCC2)cc1	.	11	0	3	5	.	-1	3
C[C@@H]1CCCCO[C@H](CN(C)C(=O)Cc2ccccc2)[C@H](C)CN([C@@H](C)CO)C(=O)c2cc(NC(=O)c3ccccc3)ccc2O1	0.0	14	1	6	-1	.	1	4
CC1C(=O)C(C)C(c2ccc(O)cc2)NC1c1ccc(O)cc1 (configuration not stated)	0.0	-13	-9	-5	4	-6	-1	1
Later entries:
SMILES	Xi reactivation	LGR2 inh	S100A4 MyoIIA	SIRT5 block	ERAP1 inh	C2C12 statin	Cneo AK release	PGC1a acetyl inh
C[C@@H]1CCCCO[C@@H](CN(C)C(=O)Nc2cccc3ccccc23)[C@H](C)CN([C@@H](C)CO)C(=O)c2cc(NS(=O)(=O)c3ccccc3)ccc2O1	0.3	13	7	6	2	.	0	8
COCCN(Cc1ccc(OC)cc1)c1c(C)nc2ccc(C(=O)NCCc3c[nH]c4ccccc34)cn12	0.0	3	-3	-2	1	-1	3	-6
CCOC(=O)C1(Cc2ccccc2C(F)(F)F)CCN(C(=O)c2cc(C)n(C)n2)CC1	0.0	-95	5	1	-2	.	.	.
O=C(NCc1ccco1)c1ccc2c(c1)CCO2	-0.1	-1	-4	-5	-1	.	-1	4
CNC(=O)COC(=O)c1cc2c(s1)CCCC2	0.1	-5	6	.	5	.	.	3
Cc1nc2c3cc(F)ccc3n(CCN3CCCCC3)c2s1	0.4	7	3	5	11	-11	-8	-17
